RGS4 inh = human RGS4 inhibition. B-score at 10 µM. P49798. actives 0.45% (n = 310,000). HEK293 M3R/RGS4 inducible, Fluo-4 calcium flux; hits give high values; triggered by carbachol at its EC20;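 active = B-score, a plate-corrected calcium signal, over three deviations above library mean, with baseline fluorescence within five deviations of library mean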;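 also: RGS4 expression induced by doxycycline in cells with stable M3 receptor; B-score is computed from the integrated fluorescence ratio over baseline after carbachol; higher B-score means a larger calcium signal and so more RGS4 inhibition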
Target sequence (P49798 whole entry, looked up): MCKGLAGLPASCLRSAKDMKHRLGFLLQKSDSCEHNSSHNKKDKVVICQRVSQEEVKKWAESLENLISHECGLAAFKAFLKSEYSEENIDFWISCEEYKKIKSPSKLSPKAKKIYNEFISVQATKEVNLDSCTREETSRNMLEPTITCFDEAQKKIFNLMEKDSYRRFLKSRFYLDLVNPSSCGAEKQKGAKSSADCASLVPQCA
MrgX1 PAM = human MrgX1 positive allosteric modulation, primary screen; MrgX1-HEK293, Fluo-4 calcium flux, FDSS; hits give high values; B-score at 10 µM; actives 0.63% (n = 310,000); Q96LB2;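 active = plate-corrected calcium response at least 3 library SD above typical, normal starting fluorescence, not activating the receptor alone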;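 also: compound read alongside a low EC10 to EC30 dose of BAM8-22 agonist; peak minus trough fluorescence over baseline measured at the second addition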
Target sequence (Q96LB2 whole entry, looked up): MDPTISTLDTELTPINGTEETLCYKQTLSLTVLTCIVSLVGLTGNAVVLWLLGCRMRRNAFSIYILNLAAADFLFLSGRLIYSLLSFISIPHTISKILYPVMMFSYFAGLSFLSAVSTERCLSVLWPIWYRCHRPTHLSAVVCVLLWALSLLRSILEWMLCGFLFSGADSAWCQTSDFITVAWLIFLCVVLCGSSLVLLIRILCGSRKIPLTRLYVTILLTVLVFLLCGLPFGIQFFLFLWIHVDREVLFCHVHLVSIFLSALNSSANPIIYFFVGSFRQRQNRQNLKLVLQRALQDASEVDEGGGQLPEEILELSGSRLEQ
TRPC4 inh = blocks the mouse TRPC4 cation channel. Q9QUQ5. HEK293 TRPC4beta/mu-opioid, DAMGO-evoked Fluo4 calcium flux; hits give low values. B-score at 10 µM. actives 0.39% (n = 300,000);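 active = B-score over 3 SD under the library average, no early fluorescence shift, positive overall ratio signal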
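Material: HEK293 cells with stable TRPC4beta plus mu-opioid receptor expression / Probe or stimulus: DAMGO in two steps, submaximal then maximal / Compound: single concentration per test compound / Technique: kinetic Fluo4 fluorescence imaging of calcium influx / Read-out: per-well B score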
TRPC4 PAM = allosterically enhances the mouse TRPC4 cation channel; Q9QUQ5; HEK293 TRPC4beta/mu-opioid, DAMGO EC20, Fluo-4 Ca2+ flux; hits give high values; B-score at 10 µM; actives 0.42% (n = 310,000);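 active = B-score of calcium response area above 5 SD of library B-scores, with initial fluorescence ratio within 5 SD of library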;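 also: B-score of integrated fluorescence ratio over time as area under calcium response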
MrgX1 ag = human MrgX1 receptor agonism, primary screen; Q96LB2; MrgX1-HEK293 cells, Fluo-4 calcium fluorescence, agonist mode; hits give high values; B-score at 10 µM; actives 0.44% (n = 310,000); AID 588627;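 active = calcium response B-score plate-corrected fluorescence ratio at least 3 library SD, with starting fluorescence B-score inside 5 SD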
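Material: HEK293 cells stably expressing human MrgX1 receptor | Quantity: 15,000 cells per well | Times: Cells plated overnight, dye loaded 0.5 h 37 °C, 0.5 h room temperature | Measured by: Kinetic Fluo-4 NW fluorescence of intracellular calcium | Control set: Positive and negative controls per plate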
TRPC6 act = mouse TRPC6 channel activation; HEK293-TRPC6 membrane potential dye fluorescence; hits give high values; B-score at 10 µM; actives 0.13% (n = 310,000); Q61143;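 active = B-score of the integrated fluorescence ratio above library mean plus 3 SD, and starting fluorescence ratio within library mean plus 5 SD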;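 also: higher score means more depolarization so channel activation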
TRPC6 inhibitor = mouse TRPC6 channel inhibition; actives 1.1% (n = 310,000); HEK293-TRPC6, membrane potential dye, ACh-evoked depolarization; hits give low values; Q61143; AID 2553; B-score at 10 µM;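 active = B-score under library mean minus 3 SD, initial fluorescence not abnormally high, positive integrated signal ratio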;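 also: B-score derived from integrated fluorescence ratio over the kinetic read; more negative B-score means stronger inhibition of depolarization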
TMEM16A inh = mouse TMEM16A channel inhibition, primary screen. Q8BHY3. HEK293 TMEM16A/YFP iodide influx fluorescence, ionomycin. normalized B-score (activity score, 25-100; higher = stronger inhibition) at 10 µM. actives 1.2% (n = 310,000). AID 588511;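 active = ratio plate-corrected score three or more library SD toward inhibition, starting fluorescence score within five deviations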;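 also: score derived from kinetic fluorescence span divided by baseline fluorescence per well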
MrgX1 antag = blocks BAM8-22 activation of human MrgX1 receptor; Q96LB2; MRGX1-HEK293 calcium flux, Fluo-4, BAM8-22 antagonism; hits give low values; actives 1.3% (n = 310,000); B-score at 10 µM;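 active = calcium-response B-score plate-corrected more than 3 library SD below zero, starting fluorescence within 5 deviations, no agonist response on first addition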;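 also: peak minus trough fluorescence over baseline after final BAM8-22 challenge near maximal dose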
TRPC4 act = TRPC4 (mouse) channel activation; B-score at 10 µM; Q9QUQ5; HEK293 TRPC4beta/mu-opioid, Fluo4 calcium fluorescence; hits give high values; actives 0.49% (n = 310,000);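 active = B-score above 5 SD of library B-scores, and initial fluorescence ratio not above library mean plus 5 SD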;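 also: positive B-score marks a calcium rise read as TRPC4 activation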
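Incubation: 45 min room-temperature Fluo4 loading, 110 s read / System: HEK293 cells stably co-expressing mouse TRPC4beta and mu-opioid receptor / Signal: Fluo4 fluorescence, kinetic / Control set: buffer (low) and maximal DAMGO (high) / Measure: integrated baseline-normalised fluorescence ratio, converted to per-well B score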
TMEM16A act = mouse TMEM16A channel activation, primary screen. Q8BHY3. HEK293 TMEM16A/YFP-H148Q/I152L, iodide quench fluorescence; hits give low values. B-score at 10 µM. actives 0.3% (n = 340,000). AID 623877;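 active = fluorescence-ratio B-score plate-corrected deviation score at least 3 library SD below zero, with starting fluorescence score within 5 deviations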;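 also: channel opened by trigger with iodide after compound preincubation; score built on the fluorescence ratio of max minus min over baseline; more negative score means more quench and so TMEM16A activation or potentiation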
Starred values were filed as active, the others as inactive; i = inactive; / = not tested or not shown.

SMILES	RGS4 inh	MrgX1 PAM	TRPC4 inh	TRPC4 PAM	MrgX1 ag	TRPC6 act	TRPC6 inhibitor	TMEM16A inh	MrgX1 antag	TRPC4 act	TMEM16A act
COc1ccc(S(=O)(=O)Nc2nc3ccccc3nc2Nc2ccc3c(c2)OCO3)cc1	i	i	i	i	i	i	i	i	-5.1*	i	/
Cc1c(Br)c(=O)oc2c(C)c(O)ccc12	i	i	i	i	i	i	i	i	i	i	i
CN(C)c1ccc(-c2noc(C3CCN(S(=O)(=O)c4cccc(C(=O)O)c4)CC3)n2)cc1	i	i	i	i	i	i	i	i	i	i	i
Cc1cc(C(=O)N2CCN(C/C=C/c3ccccc3)CC2)no1	i	i	i	i	i	i	i	i	i	i	i
O=C(C1CCN(Cc2ccc(F)cc2)CC1)N(CCO)Cc1ccccc1	i	i	i	i	i	i	i	i	i	i	i
OC(CN1CCCCC1)Cn1c2ccccc2c2ccccc21 (configuration not stated)	i	i	i	i	i	i	i	i	i	i	i
CC(=O)N1CCc2c(sc(NC(=O)C3COc4ccccc4O3)c2C(N)=O)C1 (configuration not stated)	i	i	i	i	i	i	i	i	i	i	i
O=C1OCCC1Sc1nnc(-c2ccccc2)o1 (configuration not stated)	i	i	i	i	i	i	i	i	i	i	/
Cc1ccc(NC(=O)c2cncc(Br)c2)cc1S(=O)(=O)N(C)C	i	i	i	i	i	i	i	i	i	i	i
COC(=O)c1ccc(NC(=O)Nc2ccccc2F)cc1	i	i	i	i	i	i	i	i	i	i	i
COC(=O)[C@@H]1CC(O)CN1C(=O)C12CC3CC(CC(C3)C1)C2 (some centres not stated)	i	i	i	i	i	i	i	i	i	i	i
Clc1ccc(CN2C3=NCCCN3c3ccccc32)c(Cl)c1	i	i	i	i	i	i	i	i	i	i	i
CCOc1cccc(SCc2noc(C(=O)NCC3CCCO3)c2C(=O)O)c1 (configuration not stated)	i	i	i	i	i	i	i	i	i	i	i
COc1ccc(C2C(C(=O)N3CCC(C(N)=O)CC3)CC(=O)N2c2ccc(OC)cc2)cc1 (configuration not stated)	i	i	i	i	i	i	i	i	i	i	i
CCN(CC)C(=O)Cn1cc(SCC(=O)NC2CCCC2)c2ccccc21	i	i	i	i	i	i	i	i	i	i	i
O=C(NCCCN1CCOCC1)c1ccccc1N1C(=O)[C@@H]2Cc3c([nH]c4ccccc34)C(c3cccc(Cl)c3)N2C1=O (some centres not stated)	i	i	i	i	i	i	i	i	i	i	i
O=C(O)c1cccc(Cn2cc(Cl)cn2)c1	i	i	i	i	i	i	i	i	i	i	i
Cc1cc(=O)n2ccccc2c1C#N	i	i	i	i	i	i	i	i	i	i	i
COc1ccc(CCC(=O)NCCc2ccc(OC)c(OC)c2)cc1	i	i	i	i	i	i	i	i	i	i	i
Nn1c(COc2ccccc2F)nnc1SCC(=O)NC1CC1	i	i	i	i	i	i	i	i	i	i	i
O=C(COC(=O)/C=C/c1ccc(OC(F)F)cc1)NCCN1C(=O)CSC1=O	i	i	i	i	i	i	i	i	i	i	i
Cc1ccc(S(=O)(=O)Cc2ccc(C(=O)NCc3ccc4c(c3)OCO4)o2)cc1	i	i	i	i	i	i	i	i	i	i	i
Cc1cc(C)c(C#N)c(SCCS(=O)(=O)Cc2ccc(Cl)cc2)n1	i	i	i	i	i	i	i	i	i	i	i
CN(CC(=O)Nc1cccc(F)c1)C(=O)C1CC(=O)N(CCc2ccccc2)C1 (configuration not stated)	i	i	i	i	i	i	i	i	i	i	i
CC1(C)CC(=O)C(C=Nc2ccc3cn[nH]c3c2)=C(O)C1	i	i	i	i	i	i	i	i	i	i	i
COc1ccc(OC)c(NC(=O)c2cc(S(=O)(=O)N3CCCC3)cn2C)c1	i	i	i	i	i	i	i	i	i	i	i
C/C(=N\NC(=O)CSCc1cccc(Br)c1)c1ccc([N+](=O)[O-])cc1	i	i	i	i	i	i	i	i	i	i	i
CCCCNC(=O)CCNS(=O)(=O)c1ccc(Br)cc1	i	i	i	i	i	i	i	i	i	i	i
CC(=O)Nc1ccc(NC(=O)[C@@H]2CCCN2S(=O)(=O)c2ccc3c(c2)OCCO3)cc1	i	i	i	i	i	i	i	i	i	i	i
Cc1cccc(NC(=O)c2cnn(-c3ccccc3)c2C)c1C	i	i	i	i	i	i	i	i	i	i	i
COC(=O)c1cc(Br)ccc1NC(=O)CCNC(=O)c1ccco1	i	i	i	i	i	i	i	i	i	i	i
CCN(C(=O)c1cc2c(=O)n3ccccc3nc2n1C)C1CCCCC1	i	i	i	i	i	i	i	i	i	i	i
CCCCCCCCN1[C@@H](CC(=O)OCC)c2cc(C(F)(F)F)ccc2S1(=O)=O	i	i	i	i	i	i	i	i	i	i	i
Cc1ccc(OCC(=O)OC2CCCN(C)C2)cc1 (configuration not stated)	i	i	i	i	i	i	i	i	i	i	i
CCCOc1cccc(C(=O)NCCNC(=O)c2cnccn2)c1	i	i	i	i	i	i	i	i	i	i	i
CSc1ccc(C(=O)C2CCCN(C(=O)Cc3nonc3C)C2)cc1 (configuration not stated)	i	i	i	i	i	i	i	i	i	i	i
Cc1ccsc1/C=N/n1c(-c2ccccc2)n[nH]c1=S	i	i	i	i	i	i	i	i	i	i	i
COc1ccccc1N1CCN(C(=S)Nc2ccc(S(=O)(=O)N3CCOCC3)cc2)CC1	i	i	i	i	i	i	i	i	i	i	i
NC(=O)NC(=O)C(Nc1ccc2c(c1)CCC2)c1ccccc1 (configuration not stated)	i	i	i	i	i	i	-7.2*	i	i	i	i
Cc1ccc(S(N)(=O)=O)cc1NC(=O)c1ccc2c3c(cccc13)CC2	i	i	i	i	i	i	i	i	i	i	i
COc1ccc(C[C@H]2CN3C(=NC[C@@H]3C(C)C)N2CCNC(=O)c2ccc(C)c(Br)c2)cc1	i	i	i	i	i	i	i	i	i	i	i
Cc1ccc(-c2csc(NNC(=O)c3ccccc3)n2)cc1	i	i	i	i	i	i	i	i	i	i	i
Cc1ccc(-c2nnn(CC(=O)NCCc3ccc4c(c3)OCO4)n2)cc1	i	i	i	i	i	i	i	i	i	i	i
CC(C)C1=NOC(C(=O)N2CCC(N3CCC(C(=O)N4CCOCC4)CC3)CC2)C1 (configuration not stated)	i	i	i	i	i	i	i	i	i	i	i
COc1ccccc1CNC(=O)[C@H](C)NC(=O)C1CCN(C(=O)[C@H](CCSC)NC(=O)OC(C)(C)C)CC1	i	i	i	i	i	i	i	i	i	i	i
COc1ccc(CCN=C2SCC(=O)N2C)cc1OC	i	i	i	i	i	i	i	i	i	i	i
CCCN1CCN(S(=O)(=O)c2ccc(-c3cc(C)no3)s2)CC1	i	i	i	i	i	i	i	i	i	i	i
CCC(C)c1ccccc1NC(=O)COC(=O)c1ccc2[nH]c3c(c2c1)CCCC3 (configuration not stated)	i	i	i	i	i	i	i	i	-7.4*	i	i
CCOC(=O)c1nc(Nc2cc(Cl)ccc2OC)c2ccccc2n1	i	i	i	i	i	i	i	i	i	i	i
O=C(CC1OC(=O)c2ccccc21)Nc1ccc(Cl)c(S(=O)(=O)N2CCCCC2)c1 (configuration not stated)	i	i	i	i	i	i	i	i	i	i	i
COc1ccc(/C=C2\SC(=O)N(CCc3nnc(N)s3)C2=O)cc1	i	i	i	i	i	i	i	i	i	i	i
Nc1nnc(SCC(=O)Nc2ccccc2)s1	i	i	i	i	i	i	i	i	i	i	i
Cc1ccc(C(=O)N[C@H](C(=O)N2CCN(c3ccccc3F)CC2)C(C)C)cc1	i	i	i	i	i	i	i	i	i	i	i
CCCCN1C(=O)c2ccc(C(=O)NCCN3C(=O)S/C(=C\c4cccnc4)C3=O)cc2C1=O	i	i	i	i	i	i	i	i	i	i	i
COC(=O)Cn1c(=O)c2c(nc(Br)n2CC(=O)OC)n(C)c1=O	i	i	i	i	i	i	i	i	i	i	i
O=C(COc1ccc(Br)cc1)NNC(=S)NC(=O)c1ccccc1[N+](=O)[O-]	i	i	i	i	i	i	i	i	i	i	i
O=C(CCn1c2c(c3ccccc31)CCCC2)NNC(=O)c1ccccc1C(=O)O	i	i	i	i	i	i	i	i	i	i	i
O=C(Nc1ccc2nc3n(c(=O)c2c1)CCCC3)c1ccc(Cl)nc1	i	i	i	i	i	i	i	i	i	i	i
NC(=O)COC(=O)c1ccc(S(=O)(=O)N2CCCCCC2)cc1	i	i	i	i	i	i	i	i	i	i	i
CCOC(=O)CC1=C(C(=O)OCC)C(c2ccc(OC)cc2OC)C(C#N)=C(N)O1 (configuration not stated)	i	i	i	i	i	i	i	i	i	i	i
Next entries follow:
SMILES	RGS4 inh	MrgX1 PAM	TRPC4 inh	TRPC4 PAM	MrgX1 ag	TRPC6 act	TRPC6 inhibitor	TMEM16A inh	MrgX1 antag	TRPC4 act	TMEM16A act
COc1ccccc1-n1cnnc1SCC(=O)N1CCN(C(=O)c2ccco2)CC1	i	i	i	i	i	i	i	i	i	i	i
Cc1ccc(S(=O)(=O)c2ccc(Cl)cc2)cc1S(=O)(=O)N1CCOCC1	i	i	i	i	i	i	i	25*	i	i	i
CCCN1CCc2c(sc(NC(=O)c3ccc(S(=O)(=O)N4CCN(C(=O)OCC)CC4)cc3)c2C(N)=O)C1	i	i	i	i	i	i	i	i	i	i	i
O=C(Cn1cnc2ccc(Br)cc2c1=O)c1cccs1	i	i	i	i	i	i	i	i	i	i	i
CN(CCc1ccccn1)C(=O)Nc1ccc(F)cc1	i	i	i	i	i	i	i	i	i	63*	i
CC(C)Cn1c(N2CCN(CC(=O)Nc3ccc(Cl)cc3)CC2)nc2ccccc21	i	i	i	i	i	i	i	i	i	i	i
c1ccc(Cc2cc[n+](Cc3ccccc3)cc2)cc1	i	i	i	i	i	i	i	i	i	i	i

High-throughput results deposited in PubChem by Johns Hopkins Ion Channel Center.

Rows were taken by chance. About 5.8% of those tested had a hit in this group.
